# Autophagy mod: autophagy modulation, high-content screen. AID 463193. calls only at 10 µM (by protocol). MEF GFP-LC3 puncta imaging; test concentration mostly 10 µM. actives 0.98% (n = 190,000);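 active = percentage of spot-positive cells more than 3 SD above its plate mean, without a fluorescence outlier flag or 80% toxicity; inconclusive = no clear call, values can overlap the other calls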;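 also: spot-positive cell cutoff set from DMSO-treated cells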
# human PMI inhibition: MPI enzyme activity inhibition – biochemical, fluorescence intensity, coupled assay, primary screen (AID 1209); one-dose inhibition, % at 20 µM; IC50 in µM for titrated hits; purified PMI enzyme, coupled fluorescence intensity; higher % means a stronger effect; actives 0.42% (n = 190,000);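 also: plate controls were DMSO vehicle for no effect and wells lacking substrate for full effect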
# PMI inhibition: MPI inhibition at elevated mannose 6-phosphate – biochemical, fluorescence intensity, high mannose 6-phosphate, primary screen (AID 1220); recombinant PMI enzyme, coupled fluorescence intensity; higher % means a stronger effect; inhibition, % at 20 µM; hits with a dose series show IC50 in µM; actives 0.66% (n = 190,000)
# TNAP activation fold: human TNAP enzyme activators, primary screen, biochemical, luminescent, no phosphate acceptor, uHTS (AID 1001). purified TNAP, luminescent activation assay, no phosphate acceptor; higher activation fold means a stronger effect. activation fold at 20 µM; hits with a dose series show EC50 in µM. actives 0.03% (n = 200,000); in the data active = activation fold from about 3, or a potency from the dose series; inactive = the rest, 99 in 100 with activation fold below about 1.6; also: many of its hits are not listed in these tables
# MT stabilizer: microtubule stabilizers in HeLa cells | HeLa tubulin immunostaining HCS, 24 h; share of cells brighter than vehicle mean+2SD | % tubulin-high responders, % at 10 µM | actives 0.83% (n = 200,000) | AID 2205;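 active = plate Z-score above 3 for both tubulin-high and condensed-nucleus cell shares, with cell loss under 80%, at 10 µM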;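 also: anti alpha tubulin signal scored within the nucleus-defined area of each cell; some results filed as inactive read as strong as hits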
# b-catenin transl: modulators of beta-catenin nuclear translocation | HeLa beta-catenin nuclear translocation, immunofluorescence imaging | nuclear translocation activity, % at 5 µM | actives 0.3% (n = 190,000) | AID 1665;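 active = nuclear translocation activity above 50% at 5 µM, with a well cell count of 50 or more; inconclusive = wells under 50 cells across six images, flagged as toxic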;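 also: per-cell ratio of nuclear to cytoplasmic median beta-catenin stain intensity; plate controls were DMSO negative control for no effect and GSK-3 inhibitor IX positive control for full effect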
#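 Read-out: Nuclear/cytoplasmic beta-catenin signal ratio, % activation | Assay system: Human HeLa cell line | Times: 24 h compound exposure at 37°C, 5% CO2 | Signal: Fluorescence imaging of beta-catenin antibody stain plus DAPI | Dosing: 5 µM primary, 0.02–20 µM confirmation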
# Insulin prom up: MIN6 insulin promoter up-regulation. MIN6 insulin promoter-GFP reporter, high-content imaging; hits give high values. z-score at 5 µM. actives 0.3% (n = 190,000);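 active = z-score above 3 at 5 µM with at least 500 cells counted in the well; inconclusive = wells under 500 cells, flagged as cytotoxic or low count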
# T cell modulator: modulates CD8 T cell binding to vesicles. 2C CD8+ T cell-vesicle binding, flow cytometry; hits give low values. calls only at 7 µM. actives 0.068% (n = 330,000). AID 2052;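 active = response, share of CD8 T cells binding vesicles, and their 90th percentile fluorescence all below set limits, cut at about 80% in these data, passing the limit was not always enough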
#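 Test system: purified 2C TCR transgenic mouse naive CD8+ T cells. Probe or stimulus: QL9-peptide-loaded Drosophila micro-vesicles bearing Ld, ICAM-1 and B7-1. Incubation: binding step 1.5 h, 37 °C, antibody labelling 20 min, ice. Measured by: flow cytometry of vesicle-bound cells.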
# Hep lipid drop: hepatic lipid droplet formation modulation | inhibition, % at 6.5 µM | AML12 mouse hepatocytes, oleate lipid droplets, BODIPY imaging | actives 0.4% (n = 240,000) | AID 1656;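 active = lipid droplet intensity inhibited by at least 50%, with more than 500 cells counted; inconclusive = wells with under 300 cells, treated as cytotoxic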
#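 Assay system: AML12 hepatocytes (mouse); Probe or stimulus: oleic acid at 100 µM to induce lipid droplet formation; Dosing: compound at 6.5 µM only; Schedule: compound with oleate, overnight; Detection: fluorescence imaging, 20x objective, two fields per well; Measure: % inhibition of lipid droplet signal.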
# Insulin prom up cell count: second read-out of Insulin prom up, no call of its own (marks repeat the call); cell count; measured here: cytotoxicity, nuclei count;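 total cells summed across four imaged fields per well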
# Hep lipid drop cells 6.5 µM: recorded beside Hep lipid drop, whose call it bears; cell count; measured here: cell count, cytotoxicity flag;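 cells counted across two imaged fields per well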
# b-catenin transl cell count 5 µM: second read-out of b-catenin transl, no call of its own (marks repeat the call); cell count; measured here: cell count, cytotoxicity flag
# T cell modulator vesicle-bound %: further read-out of T cell modulator, marked with its call; double positive events, %; measured here: CD8+ vesicle-bound cell fraction;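 binding gate set so that unloaded-vesicle control wells show 10% double positive cells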
# MT stabilizer Hoechst-high %: second read-out of MT stabilizer, no call of its own (marks repeat the call); % Hoechst-high responders; measured here: nuclear condensation Hoechst responders;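 share of cells brighter than vehicle mean plus two SD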
# MT stabilizer cytotoxicity %: also measured in MT stabilizer; calls as there; toxicity, %; measured here: cytotoxicity by cell density;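 0% = mean cell density of plate MIN control wells and 100% = no cells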
# Autophagy mod cell loss 18 h: second read-out of Autophagy mod, no call of its own (marks repeat the call); toxicity, %; measured here: cell loss, nuclei count;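 cell loss after 18 h compound exposure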
# An asterisk follows results filed as active; i = inactive; ? = inconclusive; · = not tested or not shown. Rule as the data show it, unless noted: active = inhibition above about 50%; inactive = the rest. Not a hit list, and some 2.9% of all compounds hit somewhere here.
Compound,Autophagy mod,Autophagy mod cell loss 18 h,human PMI inhibition,PMI inhibition,TNAP activation fold,MT stabilizer,MT stabilizer Hoechst-high %,MT stabilizer cytotoxicity %,b-catenin transl,b-catenin transl cell count 5 µM,Insulin prom up,Insulin prom up cell count,T cell modulator,T cell modulator vesicle-bound %,Hep lipid drop,Hep lipid drop cells 6.5 µM
COc1ccc2c(c1)C(C)=CC(C)(C)N2S(=O)(=O)c1ccc(C)cc1,i,44,18%,16%,1,8.6,23,50,63*,536*,-2.5,721,i,45,?,·
CC(C)(C)N1C(=O)c2ccc(C(=O)NCc3ccco3)cc2C1=O,i,-2,9%,3%,1.1,3.9,2.3,3.7,·,·,-0.55,1233,i,43,-22,714
COC(=O)Cc1c(C)c2cc(Cl)c(OC(=O)c3ccco3)cc2oc1=O,i,5,3%,-4%,1.1,3.0,1.3,2.0,-0.8,1193,-0.25,1174,i,50,-10,738
O=C(c1ccc(Cl)cc1)C1CCCN(Cc2cnn(-c3ccccc3)c2)C1 (stereo not given),i,-43,7%,-7%,0.9,1.2,3.1,1.7,1.1,1044,0.84,1424,i,42,-4,681
O=C(Nc1nc(-c2cccs2)cs1)c1ccco1,i,0,5%,12%,1.2,2.8,3.2,4.9,-1.1,1109,-0.44,1264,i,32,1,695
CC(=O)c1ccc(NC(=O)CCC(=O)OCC(F)(F)C(F)F)cc1,i,5,-9%,-3%,1.1,2.9,1.9,5.4,-1.2,1110,0.24,1290,i,44,·,·
Cc1ccnc(NS(=O)(=O)c2ccc(NS(=O)(=O)c3cccs3)cc2)n1,i,-4,-8%,-9%,1.1,3.2,1.0,0.4,-2.7,1223,·,·,i,32,-31,699
CCOc1cc(S(=O)(=O)n2nc(C)cc2C)ccc1Br,i,-18,4%,1%,1,3.3,2.9,1.8,-0.3,1031,-0.72,1545,i,36,-2,777
Cc1ccccc1Cn1nc(C)c(NC(=O)C2c3ccccc3Oc3ccccc32)c1C,i,2,5%,-2%,1.5,4.6,2.4,4.5,1.1,1137,0.1,1363,i,11,81*,656*
Cc1ccc(N/C(N)=N/c2nc(C(F)(F)F)cc(C(F)(F)F)n2)cc1,i,-3,-9%,-7%,1.1,1.6,1.6,2.3,-0.5,1059,-1.2,1343,i,7,-14,715
COCCC1CCCCN1C(=O)c1cccc(OC2CCN(C3CCCC3)CC2)c1 (stereo not given),i,-17,6%,-3%,1.1,5.3,2.2,0.6,-0.5,1026,-0.09,1448,i,45,9,737
O=C(CN1CCCCC1)NC(=O)NC1CCCC1,i,17,7%,11%,1.1,3.9,2.1,1.6,-1.6,1033,0.28,1101,i,61,24,663
OCCn1c(CSc2nnc(-c3ccco3)n2-c2ccccc2)nc2ccc(Cl)cc21,i,1,-5%,-22%,1,3.7,2.0,16,·,·,0.03,1262,i,34,-48,659
COc1ccc(Nc2nc(Cl)nc(NCCO)n2)cc1,i,0,4%,-5%,1.1,1.7,3.3,8.2,0.6,798,0.13,1364,i,54,-1,556
Cc1ccc(-c2c[nH]c(=S)n2-c2ccccc2F)cc1,i,-8,5%,-4%,2.2,5.3,2.2,0.9,-1.8,1121,-1.1,1297,i,36,-12,704
Cc1ccc(S(=O)(=O)Nc2ccccc2CNC2CCCCC2)cc1,i,-2,1%,4%,1.1,4.8,2.5,0.2,-0.8,1037,-0.44,1572,i,56,-31,670
Cc1cc(S(=O)(=O)NCCN(C)C)c(C)s1,i,1,2%,5%,1,1.7,1.5,13,0.5,1377,-0.39,1648,i,25,·,·
Cc1nc2cc(NC(=O)Nc3cccc4ccccc34)ccc2n1C,i,3,10%,22%,1.1,3.9,1.5,7.8,-0.1,1507,0.16,1417,i,53,35,722
CC(C)=CC(=O)Nc1ccc(S(=O)(=O)Nc2ccccn2)cc1,i,10,1%,-2%,1.1,1.6,1.5,7.6,0.4,1528,0.16,1454,i,26,·,·
CC(CCc1ccccc1)NC(=O)c1ccc(NC(=O)c2cccc(Br)c2)cc1 (stereo not given),i,6,2%,2%,1.1,3.2,1.7,4.6,3.6,588,0.27,1342,i,47,4,635
O=C1CNC(=O)/C(=C/c2ccco2)N1,i,-2,-46%,-11%,1.1,1.4,2.2,8.0,-0.7,1116,-0.21,1366,i,39,-10,681
C=CCNC(=O)c1cccc(Br)c1,i,4,9%,8%,1.1,2.3,1.2,8.9,0.7,1041,0.13,1869,i,59,-3,654
O=C(CSc1nnc(-c2ccccc2)c(-c2ccccc2)n1)N1CCc2ccccc21,i,19,12%,10%,1,3.1,2.1,6.8,1.2,869,-0.37,1646,i,14,-24,639
O=C(c1ccccc1Sc1ccc([N+](=O)[O-])cc1)N1CCCCC1,i,6,-19%,-11%,1,5.1,2.7,2.1,-0.8,869,0.5,1348,i,34,5,619
Cc1cc(NO)nc(-c2ccc(Br)cc2)n1,i,3,5%,6%,1,5.7,2.2,6.7,-1.2,1046,0.99,1130,i,27,·,·

# Additional compounds:
Compound,Autophagy mod,Autophagy mod cell loss 18 h,human PMI inhibition,PMI inhibition,TNAP activation fold,MT stabilizer,MT stabilizer Hoechst-high %,MT stabilizer cytotoxicity %,b-catenin transl,b-catenin transl cell count 5 µM,Insulin prom up,Insulin prom up cell count,T cell modulator,T cell modulator vesicle-bound %,Hep lipid drop,Hep lipid drop cells 6.5 µM
CC1CC(C)CN(CC(=O)c2cccs2)C1 (stereo not given),i,9,-32%,-20%,1.1,3.8,1.8,3.7,-5.6,1098,-0.22,1503,i,48,-20,609
C=C(C)CNC(=S)Nc1sc2c(c1C(=O)OCC)CC(C)(C)OC2,i,-3,26%,12%,1.1,1.4,2.4,4.0,0.2,1130,0.64,1510,i,32,4,683
S=C(NCc1cccnc1)Nc1ccc(Cl)cc1,i,-2,2%,3%,1.1,2.7,1.3,8.0,-0.1,1316,-0.2,1603,i,34,·,·
CC(C)(Oc1ccc(Cl)cc1)C(=O)NCCCn1ccnc1,i,0,14%,11%,1.1,3.6,1.5,12,-7.3,965,0.42,1174,i,31,·,·
O=C(CCc1ccccc1)N1CCN(c2ccc([N+](=O)[O-])cc2)CC1,i,-4,-4%,-3%,0.9,2.9,2.3,6.1,3.6,1009,0.37,1193,i,7,-2,704
COc1ccccc1NS(=O)(=O)c1cccc(-n2c(O)c(C=Nc3ccccc3C(=O)O)c3ccccc3c2=O)c1,·,·,·,·,·,·,·,·,-1.9,1371,-0.01,1131,i,18,52*,690*
O=C(NCc1nnc(SCC(=O)N2CCCc3ccccc32)o1)c1ccccc1F,i,3,8%,8%,1.1,2.2,1.6,5.4,-1.4,1119,0.85,1247,i,49,-27,733
O=C(Nc1ccc(OCc2ccccc2)cc1)c1cccnc1,i,4,11%,8%,1.2,2.4,2.6,4.3,·,·,0.61,736,i,54,11,761
CC(C)N(C(=O)CSc1nnc(Cc2ccc3c(c2)OCO3)n1C)C(C)C,i,4,8%,8%,1,1.9,2.3,7.6,0.2,1143,1.7,1255,i,6,-10,753
O=C(c1cc2nc(-c3ccc(F)cc3)cc(C(F)(F)F)n2n1)N1CCCCC1c1cccnc1 (stereo not given),i,19,0%,-5%,1.1,2.9,3.6,6.0,-0.7,1124,-2.5,680,i,49,-5,669
O=C(Nc1ccccn1)[C@@H]1CCC(=O)N1C(=O)OCc1ccccc1,i,6,4%,8%,1,2.1,2.4,6.6,-2.1,818,0.81,1213,i,4,·,·
Cc1cc2n(n1)SC(Nc1ccc(F)c(Cl)c1)N2 (stereo not given),i,-1,·,44%,1.6,2.1,2.9,25,3.4,1207,0.13,1013,i,22,10,787
CCOC(=O)N1CCN(c2c(NCc3cccs3)c(=O)c2=O)CC1,i,7,8%,-1%,1.1,20*,51*,31*,·,·,0.58,799,i,31,·,·
CS(=O)(=O)Nc1ccccc1C(=O)Nc1ccc2c(c1)OCCO2,i,-8,14%,15%,1.1,1.1,1.6,22,-0.4,1081,0.57,1232,i,46,-1,722
CCn1c(SCC(=O)N2CCOCC2)nc2ccccc21,i,-8,5%,0%,1,1.7,1.6,6.3,-0.4,988,0.28,1453,i,37,4,674
O=C(CSCc1ccccc1)NCCCN1CCOCC1,i,30,-2%,-3%,1,3.1,1.8,1.1,0.2,968,0.19,1489,i,0,-8,718
O=C(NC1CCCCC1)c1cc2ccccc2cc1O,·,·,·,·,·,·,·,·,-2.1,1233,-0.43,1438,i,20,19,722
O=C(c1cccnc1)N1CCN(c2ccc(Cl)cc2)CC1,i,6,-7%,-4%,1.1,3.6,3.0,8.0,-2.1,346,0.8,1174,i,14,2,732
CC(C)NS(=O)(=O)c1ccc(NC(=O)NC2CCCCC2)cc1,i,3,14%,1%,1.3,1.2,2.0,2.5,-1.9,1161,0.63,1313,i,41,-5,649
COc1cc(OC)cc(C(=O)NCCOC23CC4CC(CC(C4)C2)C3)c1,i,-8,6%,9%,1.1,1.0,2.5,9.3,-2.7,1029,-1.7,1596,i,22,-22,709
CCCNC(=O)CN(C)C(=O)c1n[nH]c2ccccc12,i,16,-7%,5%,1,2.3,1.0,6.5,1.0,1170,0.05,914,i,36,·,·

# Only b-catenin transl (two entries from above):
SMILES	b-catenin transl
Cc1ccc(N/C(N)=N/c2nc(C(F)(F)F)cc(C(F)(F)F)n2)cc1	-0.5
COC(=O)Cc1c(C)c2cc(Cl)c(OC(=O)c3ccco3)cc2oc1=O	-0.8
